PKA-R1A activ = activators of PKA-R1A holoenzyme, primary screen, biochemical, fluorescence polarization, Cy5-IP20, bovine R1A, mouse PKAc. cAMP-dependent protein kinase type I-alpha regulatory subunit (Bos taurus) + …. PKA-R1A dissociation; scaled: DMSO 0%, 113 µM cGMP 100%. activation, % at 11.4 µM. 340,000 tested, 0.083% active. AID 504707, 2011;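 active = percent activation above the mean of all tested compounds plus 3 SD, cut at about 19% in these data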;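 also: higher means more PKAc released from R1A so a rise in polarization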
SUMO Mot1 rescue = yeast Mot1-301 growth rescue at high temperature, primary screen, SUMOylation pathway inhibitor project, S. cerevisiae, ATP luminescence, 38.5C; S. cerevisiae Mot1-301 growth rescue; percent above DMSO median, 100 means doubled; growth rescue, % at 18.8 µM; 320,000 tested, 1% active;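 active = every valid replicate shows activation above 250% relative to neutral control wells; inactive = the rest, any valid replicate at or below 250%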;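 also: OY570 slx delta 5 strain wells were the positive control but not used for scaling; some compounds called inactive have numbers as strong as hits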
Arrestin-AP2 inh = inhibitors of beta-arrestin/AP2 binding, primary screen, biochemical, GPCR trafficking, flow cytometry. FITC-arrestin peptide / GST-AP2 beads; AP2 beta2 appendage carries R879A mutation. 340,000 tested, 0.31% active. inhibition, % at 10 µM. beta-arrestin 1 C-terminal peptide binding to AP2 beta2-adaptin appendage (human);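 active = inhibition above a set limit, near 3 SD of compounds lacking own fluorescence, cut at about 54% in these data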;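 also: plate controls were DMSO wells for no effect and 5 µM unlabelled arrestin peptide for full effect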
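test system = AP2 appendage R879A on GSH beads | buffer or medium = PBS plus Tween 20 (0.05%) and BSA (0.1%) | incubation = 12 min plus 1 h, RT | detection = bead flow cytometry, FITC channel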
phage Ecoli inh = growth loss of phage-infected E. coli, primary screen, RecBCD inhibitor project, absorbance, with phage, HTS; inhibition, % at 11.9 µM; 360,000 tested, 0.26% active; in the data active = inhibition above about 11%
MOR-DOR inv ag = inverse agonists of MOR-DOR heterodimerization, primary screen, cell-based, luminescence; 340,000 tested, 0.21% active; inhibition, % at 9.3 µM; Mu-type opioid receptor (Homo sapiens) + Delta-type opioid receptor (Homo sapiens), …; cell-based MOR-DOR heterodimer luminescence, inverse agonism; in the data active = inhibition above about 22%, passing the limit was not always enough;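 also: 0% = cells with DMSO and 100% = wells without cells with DMSO; values of inactives mirror those of a sister screen read the other way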
Target sequence (P35372 whole entry, looked up): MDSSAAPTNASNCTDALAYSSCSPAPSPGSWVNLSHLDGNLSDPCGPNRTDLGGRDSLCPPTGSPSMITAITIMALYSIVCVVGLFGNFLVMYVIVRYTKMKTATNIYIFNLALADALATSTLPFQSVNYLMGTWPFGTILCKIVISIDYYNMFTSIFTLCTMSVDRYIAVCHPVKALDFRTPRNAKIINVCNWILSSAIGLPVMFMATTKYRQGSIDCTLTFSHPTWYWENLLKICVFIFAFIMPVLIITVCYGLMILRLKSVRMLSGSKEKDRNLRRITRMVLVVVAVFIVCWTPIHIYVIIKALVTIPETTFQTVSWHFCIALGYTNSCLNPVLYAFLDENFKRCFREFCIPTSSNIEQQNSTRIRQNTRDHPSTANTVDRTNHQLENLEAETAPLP
Target sequence (P41143 whole entry, looked up): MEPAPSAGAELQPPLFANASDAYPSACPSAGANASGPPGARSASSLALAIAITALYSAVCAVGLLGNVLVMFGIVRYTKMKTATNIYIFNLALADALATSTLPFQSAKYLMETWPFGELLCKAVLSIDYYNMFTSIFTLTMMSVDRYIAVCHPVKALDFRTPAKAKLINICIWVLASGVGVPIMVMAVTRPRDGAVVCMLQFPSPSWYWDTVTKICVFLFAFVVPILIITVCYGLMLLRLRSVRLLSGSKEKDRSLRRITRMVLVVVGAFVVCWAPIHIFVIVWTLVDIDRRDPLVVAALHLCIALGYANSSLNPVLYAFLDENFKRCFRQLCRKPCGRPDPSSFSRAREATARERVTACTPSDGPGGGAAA
DSG3 Ab inh = inhibitors of pemphigus antibody binding to DSG3, primary screen, biochemical, bead-based, flow cytometry, scFv-GFP; Desmoglein-3 (Homo sapiens), P32926; DSG3-coupled beads, scFv-anti-DSG3-GFP binding; hits give low values; binding (percent of control), % at 10 µM; 310,000 tested, 0.48% active; AID 588358, 2011;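 active = binding more than 3 SD below its plate's average and above zero; inconclusive = below that plate limit but binding exactly zero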;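 also: hits lower antibody fragment binding to DSG3; some compounds called inactive have numbers as strong as hits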
Ecoli viability = E. coli V3065 growth inhibition, primary screen, counter-screen for AddAB inhibitor project, absorbance, OD600; inhibition, % at 11.9 µM; 18 h; 330,000 tested, 0.27% active; AID 449728, 2010;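 active = inhibition above the campaign's mean inhibition across all tested compounds plus 3 SD, cut at about 9.9% in these data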;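 also: uninfected addAB+ strain grown without phage in ampicillin broth; 0% = DMSO wells and 100% = ciprofloxacin 0.95 µg/ml wells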
PfHsp90 yeast 2 = growth inhibition of PfHsp90-expressing yeast, primary screen, antimalarial PfHsp90 inhibitor project, S. cerevisiae, BacTiter-Glo luminescence, single point, set 2; BacTiter-Glo ATP, 48 h; yeast lacking PDR1 and PDR3 efflux regulators; inhibition, % at 9.4 µM; 310,000 tested, 0.32% active;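 active = every replicate shows inhibition above about 80%, whatever the replicate mean, limit read from the data; inconclusive = mean inhibition reaches the set limit but some replicate falls short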;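 also: 0% = DMSO neutral controls and 100% = 20 µM radicicol positive controls; yeast relying on Plasmodium falciparum Hsp90 in place of its own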
AddAB inh = growth inhibition of E. coli expressing H. pylori AddAB, primary screen, AddAB inhibitor project, absorbance. AID 435030, 2010. 330,000 tested, 0.29% active. inhibition, % at 11.9 µM; in the data active = inhibition above about 12%;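 also: 0% = vehicle wells of infected cells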
Tat export inh = E. coli Tat export inhibitors, primary screen, MC4100, TorA-mCherry reporter, fluorescence, single point; inhibition, % at 10 µM; 340,000 tested, 0.036% active; AID 488895, 2010;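 active = mean replicate inhibition at least 50% and at least half of replicates individually reaching 50%; inconclusive = only one of the two criteria met; inactive = neither criterion met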;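 also: exported cargo escapes ClpAP degradation while cytoplasmic cargo is degraded and loses fluorescence; 0% = median of neutral control wells and 100% = median of NaSCN control wells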
MOR-DOR ag = agonists of OPRM1-OPRD1 heterodimerization, primary screen, cell-based, luminescence | cells | 340,000 tested, 0.3% active | activation, % at 9.3 µM | AID 504326, 2011; in the data active = activation above about 18%;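 also: 0% = vehicle-treated cells and 100% = reference agonist; values of inactives mirror those of a sister screen read the other way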
The depositor's hits bear a star; ? = inconclusive; . = no result given.

SMILES	PKA-R1A activ	SUMO Mot1 rescue	Arrestin-AP2 inh	phage Ecoli inh	MOR-DOR inv ag	DSG3 Ab inh	Ecoli viability	PfHsp90 yeast 2	AddAB inh	Tat export inh	MOR-DOR ag
CCCNC(=O)C1CN(S(=O)(=O)c2ccccc2)CCN1S(=O)(=O)c1ccccc1 (centres undefined)	-12	61	-1	2.0	-13	100	2.1	.	0.4	-1	2.1
Nc1nc(SCC(=O)Nc2cc(Cl)ccc2Cl)n[nH]1	5	7	3	3.8	2	.	-1.1	-3	-0.7	-3	-0.3
COc1ccc(C(=O)Nc2ccc(C(=O)c3ccccc3)cc2)cc1	.	10	-18	0.5	.	103	0.9	.	1.8	.	.
Cc1cccc(N(C(=O)c2csnn2)C(C(=O)NCc2ccccc2)c2cccs2)c1 (centres undefined)	1	1	9	-0.2	6	.	1.3	15	1.1	-1	-0.8
COc1ccccc1C(O)(C(=O)NNc1cccc(C)c1)c1ccccc1OC	5	226	.	8.0	14	104	-0.8	0	0.3	1	-3.0
CCOC(=O)n1c(=O)n(Cc2ccccc2Cl)c2ccccc21	-8	-15	-3	4.0	-3	111	0.5	-16	2.1	9	0.7
CC(C)n1c(=NC(=O)c2ccco2)c(C#N)cc2c(=O)n3ccccc3cc21	-3	-3	13	2.9	-6	101	-4.2	3	-0.9	1	1.0
CC(=O)c1ccccc1NC(=O)C1CC(=O)N(c2ccc3c(c2)OCCO3)C1 (centres undefined)	12	3	32	0.5	-1	92	0.2	.	2.6	3	0.1
COc1ccc(CNC(=O)CCc2nnc3ccc(N4CCC5(CC4)OCCO5)nn23)cc1	11	-6	-6	-0.2	19	103	0.2	9	-0.6	-10	-3.6
O=C(C1CCCO1)N1CCN(S(=O)(=O)c2cccc3nsnc23)CC1 (centres undefined)	-3	-9	27	3.2	11	97	0.3	8	-1.4	-1	-2.2
O=[N+]([O-])c1ccc(OCCCOc2cccc3cccnc23)cc1	0	-26	38	-0.3	2	106	-0.1	1	-0.9	-2	-0.5
Cc1nn(CCO)c2nc(-c3cccs3)cc(C(F)(F)F)c12	-4	-20	-2	2.1	-28	98	-1.1	-21	3.2	0	4.7
CCOC(=O)C1(CC2CCCCO2)CCN(Cc2nccn2-c2ccc(OC)cc2)CC1 (centres undefined)	-3	14	8	0.6	18	100	-0.9	0	-0.7	-5	-3.6
CCOC(=O)C1=C(CC)Nc2ccccc2N/C1=N\S(=O)(=O)c1cccc(C(C)=O)c1	0	24	-6	-0.6	7	90	-0.3	.	1.7	-3	-1.6
Cc1cc(OCC(=O)N2CCN(c3ccccc3)CC2)c2c(C)cc(=O)oc2c1	-11	10	-3	0.9	5	83	-2.2	0	2.5	-5	-1.0
O=C(COc1ccccc1/C=C1/NC(=O)NC1=O)Nc1ccccc1	-1	-7	-16	2.4	0	101	-0.7	7	-0.4	4	-0.1
O=C(O)c1cc2cc(Cl)ccc2oc1=O	0	17	-4	1.8	4	.	0.1	-39	-0.2	14	-0.8
CCOc1cc(/C=N/NC(N)=O)ccc1OCC(=O)Nc1ccc(C)c(C)c1	1	-2	-5	3.4	1	101	-1.1	3	-1.2	-5	-0.2
Cn1ncc([N+](=O)[O-])c1C(=O)Nc1ccccc1Cl	9	-15	6	0.9	-7	108	0.5	11	-0.4	-2	1.3
CCC(=O)N1c2ccccc2NC2=C(C(=O)CCC2)C1c1ccc(N(C)C)cc1 (centres undefined)	5	-20	8	2.6	12	.	0.8	20	1.0	3	-2.0
CC(C)Sc1nnc(-c2ccc(S(=O)(=O)N3CCOCC3)cc2)n1C	5	64	11	-1.1	-11	123	-0.9	10	3.1	6	1.4
O=C(NCCCn1ccnc1)c1cccnc1	3	10	-5	3.6	10	95	2.1	15	0.1	-8	-1.7
CCOC(=O)c1cc(-c2ccccc2)sc1NC(=O)C(C)Sc1nnc(C)s1 (centres undefined)	0	-2	5	4.1	9	82	-0.5	-4	0.0	-6	-1.3
CC(C)NC(=O)CN1C(=O)NC(CCc2ccccc2)C1=O (centres undefined)	1	-17	23	1.7	10	102	0.6	.	5.4	-1	-2.0
COC(=O)c1c(-c2cc(OC)cc(OC)c2)sc2ccc(OC)cc12	9	-2	31	6.5	3	105	-1.8	-2	4.4	1	-0.6
Cc1cc(C)c(C)c(C(=O)COC(=O)CNC(=O)CNC(=O)c2ccco2)c1C	8	11	1	-0.3	4	101	-1.1	1	1.2	-4	-0.6
COc1ccc(-c2nc3c(c(=O)[nH]c(=O)n3Cc3ccccc3)n2CCO)cc1	-4	5	12	1.8	-1	102	0.4	7	4.0	-2	0.1
COc1ccc(C(=O)NNC(=S)NC(=O)c2ccccc2[N+](=O)[O-])cc1	2	-9	6	4.7	6	106	-2.6	9	4.5	2	-1.1
CSc1cccc(NC(=S)N(C(C)C)C(C)c2ccccn2)c1 (centres undefined)	-8	.	10	2.9	9	108	-0.9	.	1.7	-5	-2.0
Clc1ccc(Cn2c(-c3cccnc3Cl)nc3ccccc32)c(Cl)c1	-13	459	-1	2.8	-7	97	-1.3	10	2.0	-1	1.3
CCOC(=O)N1CCC(=NNC(=O)NC2CCCCC2)CC1	-3	0	6	-1.4	9	100	-1.2	-14	0.6	-3	-1.7
CC1CCCCC1NC(=O)C(=O)NCC1CCCO1 (centres undefined)	-6	8	10	-0.7	-20	115	-1.3	5	0.2	2	3.6
CC(C)(C)Cc1nc2ccccc2n1CCc1ccccc1	-3	1	12	0.6	-60	127	-0.7	-14	-0.8	0	12
COc1ccc(C(=O)OCC(=O)c2ccc3c(c2)NC(=O)CO3)cc1S(=O)(=O)N1CCOCC1	2	1	-8	1.8	19	112	1.1	36	1.9	-7	-3.9
COCCNC(=O)c1nn(-c2cc(OC)cc(OC)c2)c(=O)c2ccccc12	1	82	6	1.4	14	109	2.0	-4	2.5	-5	-2.4
O=C(NCc1nc2ccccc2[nH]1)C1=C[C@H](c2csc3ccccc23)C[C@H](OCc2ccc(CO)cc2)O1	-1	-9	6	0.9	-4	96	-0.5	-16	-2.3	3	0.7

Sorted by molecular weight (low to high): six of the compounds above
SMILES	PKA-R1A activ	SUMO Mot1 rescue	Arrestin-AP2 inh	phage Ecoli inh	MOR-DOR inv ag	DSG3 Ab inh	Ecoli viability	PfHsp90 yeast 2	AddAB inh	Tat export inh	MOR-DOR ag
Nc1nc(SCC(=O)Nc2cc(Cl)ccc2Cl)n[nH]1	5	7	3	3.8	2	.	-1.1	-3	-0.7	-3	-0.3
COC(=O)c1c(-c2cc(OC)cc(OC)c2)sc2ccc(OC)cc12	9	-2	31	6.5	3	105	-1.8	-2	4.4	1	-0.6
COc1ccc(C(=O)NNC(=S)NC(=O)c2ccccc2[N+](=O)[O-])cc1	2	-9	6	4.7	6	106	-2.6	9	4.5	2	-1.1
O=C(C1CCCO1)N1CCN(S(=O)(=O)c2cccc3nsnc23)CC1 (centres undefined)	-3	-9	27	3.2	11	97	0.3	8	-1.4	-1	-2.2
CC(C)Sc1nnc(-c2ccc(S(=O)(=O)N3CCOCC3)cc2)n1C	5	64	11	-1.1	-11	123	-0.9	10	3.1	6	1.4
CCOC(=O)C1=C(CC)Nc2ccccc2N/C1=N\S(=O)(=O)c1cccc(C(C)=O)c1	0	24	-6	-0.6	7	90	-0.3	.	1.7	-3	-1.6

Entries of single compounds, quoted from the list. Screens in order: PKA-R1A activ, SUMO Mot1 rescue, Arrestin-AP2 inh, phage Ecoli inh, MOR-DOR inv ag, DSG3 Ab inh, Ecoli viability, PfHsp90 yeast 2, AddAB inh, Tat export inh, MOR-DOR ag
Results for Cn1ncc([N+](=O)[O-])c1C(=O)Nc1ccccc1Cl = 9, -15, 6, 0.9, -7, 108, 0.5, 11, -0.4, -2, 1.3
Results for CCOC(=O)C1=C(CC)Nc2ccccc2N/C1=N\S(=O)(=O)c1cccc(C(C)=O)c1 = 0, 24, -6, -0.6, 7, 90, -0.3, ., 1.7, -3, -1.6

Additional records
SMILES	PKA-R1A activ	SUMO Mot1 rescue	Arrestin-AP2 inh	phage Ecoli inh	MOR-DOR inv ag	DSG3 Ab inh	Ecoli viability	PfHsp90 yeast 2	AddAB inh	Tat export inh	MOR-DOR ag
Cc1ccccc1-c1nc(CN2CCC(C(=O)NC3CC3)CC2)c(C)o1	4	15	-7	1.9	0	104	-0.1	-32	0.6	0	0.1
CCCCCCCCC(=O)Nc1cc(C)ccc1OC	-11	11	3	4.2	-12	.	0.2	.	0.5	3	2.0
CC(=O)N(c1ccccc1C)C1CCCC1	-15	2	4	4.0	9	96	-1.4	-1	-0.3	-3	-1.4
Cc1ccc(OCCCCn2ccnc2C)c(C)c1	-3	-1	-17	2.8	11	101	1.7	3	-1.7	-2	-2.3
O=C(Oc1ccc2c(=O)c(Oc3ccc4ccccc4c3)coc2c1)c1ccco1	2	13	-10	2.0	6	110	-1.9	21	-3.4	-6	-1.1
CC(C)(C)c1ccc(C(=O)NCCC(=O)N2CCN(c3ncccn3)CC2)cc1	-2	552*	-7	4.1	-11	102	0.5	-4	-0.2	7	1.9
Cc1nn(-c2ccccc2)c(-n2cccc2)c1C(=O)O	0	-15	-4	2.3	21	122	-2.4	16	0.3	-1	-3.9
Cc1cccc(Cn2c(SCCN3CCCCC3)nc3c2c(=O)[nH]c(=O)n3C)c1	-4	-11	13	2.0	15	89	1.3	12	3.9	-3	-2.7
CN(NC(=O)/C=C/C(=O)O)c1ncc(C(F)(F)F)cc1Cl	-9	4	-6	3.7	4	89	1.8	7	1.7	2	-0.6
COc1ccc(NC(=O)C2CCCN2C(=O)Nc2ccccc2)cc1OC (centres undefined)	0	-3	0	3.1	19	101	-0.7	.	4.6	1	-3.2
C=CCC(O)(CC=C)C(C)N (centres undefined)	2	-5	-4	2.7	1	99	-0.6	-4	-0.9	-8	-0.2
COc1ccc(-c2cc(=O)[nH]c(NCc3ccccc3)n2)cc1	-8	-2	18	4.2	-23	102	-0.7	.	0.1	5	4.3
O=S(=O)(Nc1cccc(-c2cn3c(n2)SCC3)c1)c1ccc(F)cc1F	-10	0	6	1.7	10	.	4.8	.	-1.5	?	-1.7
C=CCNC(=S)N/N=C/c1ccccc1OCCOc1ccccc1	-7	2	-2	3.0	-16	75	-2.7	6	1.0	-3	3.3
O=C(Cc1ccc(Br)cc1)N1CCN(C(=O)c2ccco2)CC1	-7	8	-2	-0.4	13	107	-1.2	-42	-2.0	-2	-2.4

Bioassay records (PubChem BioAssay)
